Compound activity from PubChem.
Mac1 fbg inh: CD11b/CD18-fibrinogen binding inhibition | AID 1497 | P05107+P11215 | inhibition, % at 10 µM | 0.54% of 93,000 active | K562 CD11b/CD18 adhesion to fibrinogen, ATPlite luminescence; Mn2+ added to activate the integrin;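 active = primary inhibition of 50% or more at 10 µM, then 40% or more on retest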; note: some results filed as inactive read as strong as hits
Target sequence (P05107 whole entry, looked up, other chains not shown): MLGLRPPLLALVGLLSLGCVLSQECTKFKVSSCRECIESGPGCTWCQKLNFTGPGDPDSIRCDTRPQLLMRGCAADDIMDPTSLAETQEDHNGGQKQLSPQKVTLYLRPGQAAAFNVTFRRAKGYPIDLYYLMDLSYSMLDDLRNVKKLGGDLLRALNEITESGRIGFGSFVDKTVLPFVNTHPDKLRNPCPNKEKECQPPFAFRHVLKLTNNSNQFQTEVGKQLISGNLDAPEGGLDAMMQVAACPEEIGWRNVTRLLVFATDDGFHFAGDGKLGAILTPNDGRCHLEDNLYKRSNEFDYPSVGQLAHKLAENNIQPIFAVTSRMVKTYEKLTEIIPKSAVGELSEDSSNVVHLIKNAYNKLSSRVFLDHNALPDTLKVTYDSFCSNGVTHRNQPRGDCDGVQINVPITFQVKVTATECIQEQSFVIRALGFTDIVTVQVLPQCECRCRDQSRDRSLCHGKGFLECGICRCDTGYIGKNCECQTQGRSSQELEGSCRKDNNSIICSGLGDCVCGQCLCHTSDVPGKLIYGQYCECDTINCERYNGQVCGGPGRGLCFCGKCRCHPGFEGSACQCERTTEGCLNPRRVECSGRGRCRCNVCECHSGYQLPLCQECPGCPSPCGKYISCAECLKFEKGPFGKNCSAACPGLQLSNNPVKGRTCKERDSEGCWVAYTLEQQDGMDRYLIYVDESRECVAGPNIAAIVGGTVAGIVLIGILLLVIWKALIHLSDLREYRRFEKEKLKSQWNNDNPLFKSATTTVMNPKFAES
Active calls of the source: *. These rows are one share of the data; the hit share may differ from the screen's.

Mac1 fbg inh	mol
67	C/C(=N\Nc1nc2ccccc2[nH]1)c1cc2ccccc2o1
41	O=C(COC(=O)CCCSc1nc2ccccc2[nH]1)Nc1ccc(Cl)cc1
-11	CCCn1c(SCC(=O)Nc2ccc(C)c(S(=O)(=O)N3CCOCC3)c2)n[nH]c1=O
-16	COc1ccccc1N(CC(=O)NC(C)C)S(=O)(=O)c1cccs1
-34	COc1cc(NC(=S)Nc2cccnc2)cc(OC)c1
5	CN(CC1COc2ccccc2O1)C(=S)Nc1ccccc1F (centres undefined)
-5	COc1cc(NC(=S)NCCc2c[nH]c3ccccc23)c(OC)cc1Cl
95*	COc1ccc(/C=N/Nc2nncc3ccccc23)cc1

Looked up one by one from the entries so far (3):
Mac1 fbg inh	mol
67	C/C(=N\Nc1nc2ccccc2[nH]1)c1cc2ccccc2o1
-5	COc1cc(NC(=S)NCCc2c[nH]c3ccccc23)c(OC)cc1Cl
5	CN(CC1COc2ccccc2O1)C(=S)Nc1ccccc1F (centres undefined)

(next part)
Mac1 fbg inh	mol
4	CCOCCCNC(=S)NCCNc1nc2ccc(C)cc2cc1C#N
2	Cc1c(Nc2nc(-c3ccc(Cl)cc3)cs2)c(=O)n(-c2ccccc2)n1C
-8	Cc1ccc(NC(=O)CSc2ccc3nnc(CCNC(=O)c4ccccc4)n3n2)c(C)c1
20	COc1ccc(Nc2nc(-c3ccccc3)c3ccccc3n2)cc1
52	Cc1cccc(CSc2ccc(-c3cccs3)nn2)c1
20	N#C/C(=C\c1cccnc1)C(=O)Nc1cccc2ccccc12
-2	O=C(CC1SC(=O)N(Cc2ccccc2)C1=O)Nc1nccs1 (centres undefined)
9	O=C(/C=C/c1cccc(OCc2ccccc2)c1)c1cccnc1
-2	Nc1oc2ccccc2c(=O)c1C=O
1	NS(=O)(=O)c1ccc(CCNC(=O)CSc2nc3ccsc3c(=O)n2C2CC2)cc1
16	Clc1cccc2sc(N3CCN(c4ccccc4)CC3)nc12
34	O=C(Nc1ccc2nc3ccccc3nc2c1)c1ccccc1
4	CCCn1c2ccccc2c2nnc(SCc3[nH]c(=O)[nH]c3C(=O)CCCCC(=O)OCC)nc21
16	O=[N+]([O-])c1cc(-c2nnc(Nc3ccccc3)c3ccccc23)ccc1N1CCOCC1
-2	CC(C)COc1ccc(-c2cc(C(=O)NN)[nH]n2)cc1
4	O=C(COC(=O)CCc1ccc(S(=O)(=O)N2CCOCC2)cc1)NC1CCCC1
13	Cc1ccnc2nc(C(=O)OCC(=O)NCCc3ccccc3)nn12
38	O=[N+]([O-])c1ccc(COc2ccc(-c3[nH]ncc3-c3ccccc3)c(O)c2)cc1
-10	COC(=O)c1sc(NC(=O)C2c3ccccc3Oc3ccccc32)c(C(=O)OC)c1C
-5	CCOC(=O)COc1ccc2ccccc2c1/C=C/[N+](=O)[O-]
20	COc1ccccc1OCC(=O)OC/C(O)=C(\C#N)c1nc2ccccc2[nH]1
26	O=C(CCNC(=O)c1ccccc1Cl)Nc1nc(-c2ccc(F)cc2)cs1
-1	CCOCC(=O)Nc1cc([N+](=O)[O-])ccc1C
8	CCOC(=O)c1c(C)[nH]c(C(=O)OCCOc2ccccc2C)c1C

Among those listed so far, 5 contain a Cl atom.
Mac1 fbg inh	mol
41	O=C(COC(=O)CCCSc1nc2ccccc2[nH]1)Nc1ccc(Cl)cc1
-5	COc1cc(NC(=S)NCCc2c[nH]c3ccccc23)c(OC)cc1Cl
2	Cc1c(Nc2nc(-c3ccc(Cl)cc3)cs2)c(=O)n(-c2ccccc2)n1C
16	Clc1cccc2sc(N3CCN(c4ccccc4)CC3)nc12
26	O=C(CCNC(=O)c1ccccc1Cl)Nc1nc(-c2ccc(F)cc2)cs1

The list goes on.
Mac1 fbg inh	mol
3	O=C(NCCc1nc2ccccc2[nH]1)/C(=C/c1ccco1)NC(=O)c1ccc(Br)cc1
78	CCOC(=O)CN1C(c2ccc(O)cc2)Nc2ccc(Br)cc2C1c1ccccc1 (centres undefined)
32	COc1ccc(Cl)cc1NC(=O)C(C)N(C)Cc1ccc(C(F)(F)F)cc1 (centres undefined)
-2	Cc1ccccc1-c1nsc(SCC(=O)NCc2ccc3c(c2)OCO3)n1
11	Cc1ccc(NC(=O)CN(C)C(=O)COc2c(Cl)cc(Cl)c3ccc(C)nc23)cc1
-15	CC(NC(=O)/C=C/c1ccc(Br)cc1)c1ccccc1 (centres undefined)
-5	COc1cccc(/C=N/N2CCOCC2)c1O
8	CCn1cc(CNC(=O)CSc2nc(-c3ccc(OC)c(OC)c3)cc(C(F)(F)F)n2)c(C)n1
6	COc1ccc2cnnc(SCC(=O)Nc3ccc(C(=O)O)cc3)c2c1OC
18	Cc1ccc(NC(=O)Nc2cccc([N+](=O)[O-])c2)cc1F
-30	CCOc1ccc(NC(=O)C(c2ccccn2)N(C(=O)CCl)c2ccc(OCC)cc2)cc1 (centres undefined)
-4	CCOc1ccc(Nc2n[nH]c(=S)s2)cc1
5	CC1CCC/C(=N\NC(=O)COc2ccccc2Cl)C1 (centres undefined)
6	Cc1cccc2sc(N(CCN(C)C)C(=O)/C=C/c3cccs3)nc12
-1	O=C(OC(C(=O)Nc1ccc(Cl)cc1C(F)(F)F)c1ccccc1)C1=COCCO1 (centres undefined)
-15	O=C(/C=C\NCC(=O)c1ccccc1)c1ccc2ccccc2c1
-2	O=[N+]([O-])c1cccc(C(=Nc2ccccc2)NO)c1
-10	O=C(CCl)N1N=C(c2ccco2)CC1c1cccs1 (centres undefined)
83	CC(Sc1nc2cc(Cl)ccc2s1)C(=O)Nc1ccc2c(c1)OCO2 (centres undefined)
-9	Cn1c(NC(=O)/C=C/c2ccccc2)cc(=O)n(C)c1=O
8	Cc1ccc(S(=O)(=O)NCC(=O)OCC(=O)Nc2ccccc2OC(F)F)cc1
3	COC(=O)c1ccc(Cl)c(NC(=O)Cc2ccccc2[N+](=O)[O-])c1
-3	Cc1ccc(NN2C(=O)C=CC2=O)cc1
-4	COC(=O)CN1C(c2ccc(OC)cc2)=Nc2ccc(Cl)cc2C1c1ccccc1 (centres undefined)

Entries above that bear a hit mark in Mac1 fbg inh:
Mac1 fbg inh	mol
95*	COc1ccc(/C=N/Nc2nncc3ccccc23)cc1

Next part:
Mac1 fbg inh	mol
-6	CCC(C)(C)NC(=O)c1cc([N+](=O)[O-])ccc1N1CCOCC1
-14	CCC1SC(CC)C(=O)N(CC(=O)Nc2ccc3c(c2)OCO3)C1=O (centres undefined)
-18	Cc1ccc(C)c(NC(=O)CN(C)C(=O)Cc2ccccc2)c1
10	N#Cc1ccccc1Sc1ccccc1C(=O)Nc1ccc2ccccc2c1
8	Cc1c(Cl)cnc(NC(=O)COC(=O)Cc2coc3ccc4ccccc4c23)c1Cl
-8	O=C1C2C(c3ccccc3)(C(=O)N1c1ccc(Cl)cc1)C2(c1ccccc1)c1ccccc1 (centres undefined)
20	CC1CCc2c(sc3nc(CN4CCOCC4)nc(N4CCc5ccccc5C4)c23)C1 (centres undefined)
9	O=C1c2cccc3cccc(c23)C(=O)N1OS(=O)(=O)c1ccc(Br)cc1
1	COc1cc(CCC(=O)Oc2ccc(C(C)=O)cc2)cc(OC)c1OC
-10	O=C(CNc1cccc2ccccc12)N/N=C/c1ccc([N+](=O)[O-])cc1
11	O=[N+]([O-])c1ccc(COc2cccc(CNc3ccc(Br)cc3)c2)cc1
-1	CC1=C/C(=C\c2ccc(Br)o2)C(=O)O1
9	Cc1ccc(-n2c(SCC(=O)NCCN3C(=O)CSC3=O)nnc2-c2ccccc2F)cc1
-3	CCc1ccc(OCC(=O)NNC(=O)CSc2nnc(-c3ccc(C)cc3)n2C)cc1
2	O=C(COc1ccc(S(=O)(=O)Nc2ccccc2)cc1)NCc1cccnc1
0	CCc1c(C)c(C#N)c2nc3ccccc3n2c1Cl
22	CC(Sc1nnc(Nc2ccccc2)s1)C(=O)NC1CCCc2ccccc21 (centres undefined)
8	O=C(COC(=O)CNC(=O)c1cccc(F)c1)NCCC1=CCCCC1
9	S=C(NCC1CCCCC1)Nc1cccnc1
1	Cc1ccc(Nc2n[nH]c(C)c2[N+](=O)[O-])cc1
-20	O=C(C(=O)N1CC=C(c2ccccc2)CC1)c1c[nH]c2ccccc12
-18	Cc1ccc(NS(=O)(=O)c2ccc(Cl)c(C(=O)O)c2)cc1S(=O)(=O)N1CCOCC1
11	CCCCN(CCCC)CC(O)CN(c1cc([N+](=O)[O-])ccc1OC)S(=O)(=O)c1ccccc1 (centres undefined)
-3	CNC(=O)NC(=O)COC(=O)c1ccc(-n2c(C)ccc2C)cc1
28	COc1cc(CNc2ccc(CNc3ncn[nH]3)cc2)ccc1OCc1ccccc1
44	O=C1CSC(=S)N1N=C1CCCCCC1
13	COc1cccc(C(=O)/C=C/Nc2ccc(S(=O)(=O)Nc3ccc(C(C)=O)cc3)cc2)c1
-14	Cc1nc2ccc(NC(=O)c3ccc(Cl)c([N+](=O)[O-])c3)cc2s1
24	CCNc1nc(CSc2ccccc2)nc2sc(C)c(C)c12
-9	CCn1c(C)cc(/C=C2/NC(=O)N(CC(=O)Nc3cccc(C)c3)C2=O)c1C
-10	O=C(CSc1nc2ccccc2n1CCc1ccccc1)NC1CC1
13	COc1ccc(NC(=O)C(Sc2nnc3ccccn23)c2ccccc2)cc1Cl (centres undefined)
-11	COc1ccccc1C(O)(C(=O)NN(C)c1ccccc1)c1ccccc1OC
-30	CC(/C=N/NC(=O)c1cc(-c2ccc3ccccc3c2)n[nH]1)=C\c1ccco1
9	COC(=O)c1c(NC(=O)COc2ncnc3ccccc23)sc(C)c1C
-4	O=C(O)CNc1nc(-c2ccccc2)c2cc([N+](=O)[O-])ccc2n1
11	CCC(C)NC(=O)COC(=O)c1csc2c1CCCC2 (centres undefined)
12	CCOC(=O)C(Cc1ccccc1)C(=O)Nc1cccc2ccccc12 (centres undefined)
-10	Cc1ccc(-n2nnnc2SCC(=O)Nc2ncc(Cc3ccccc3Cl)s2)cc1
-11	Cc1ccc(Cn2cc(S(=O)(=O)c3ccc(Cl)cc3)c(=O)c3cc(F)ccc32)cc1
0	COC(=O)Cc1ccc(NC(=S)NCc2ccccc2)cc1
-1	Cc1ccc(NC(=O)/C=C/c2ccc([N+](=O)[O-])s2)c(C)c1
-5	COc1cc(OC)c(-c2nnc3n(CCc4ccccc4)c(=O)c4ccccc4n23)cc1OC
7	Cc1ccc(C(=O)Nc2cc(Cl)ccc2Oc2ccccc2)cc1[N+](=O)[O-]
1	CCC(=O)Nc1cccc(-c2cn3ccccc3n2)c1
-9	C/C(N)=C(/C#N)C(=O)CSc1nc2ccccc2c(=O)n1-c1ccc(C)c(Cl)c1
-2	Cc1ccc(NC(=O)CN2C(=O)/C(=C3\SC(=S)N(C4CCS(=O)(=O)C4)C3=O)c3ccccc32)cc1 (centres undefined)
35	O=C(COC(=O)c1ccccc1C(=O)c1ccccc1)NCCc1ccc(Cl)cc1Cl
18	Cc1cc(N/N=C/c2ccccc2O)nc(-c2ccccc2O)n1
42	NC(=O)c1c(Nc2nc3c(F)cccc3s2)sc2c1CCCC2
11	COc1ccccc1NC(=O)c1ccc(NC(=O)CSc2ncn[nH]2)cc1
-16	O=C(NCc1ccccc1)C(=O)NCC1OCCN1C(=O)c1cccs1 (centres undefined)
-16	Cc1nc(C)c(CCNC(=O)c2ccc(C(F)(F)F)cc2)s1
8	Cc1ccc(-n2c(SCC(=O)N3CC(=O)Nc4ccccc43)nc3ccccc3c2=O)cc1C
24	Cc1cc(-c2n[nH]c(=S)n2-c2ccccc2)nn1C
7	O=C(CSc1nc2ccccc2c(=O)n1-c1ccccc1)N1CCCc2ccccc21

Additional entries
Mac1 fbg inh	mol
4	O=C(CCCc1nc2ccccc2s1)N1CCN(c2ccccc2F)CC1
2	CCn1c2ccccc2c2cc(NC(=O)COC(=O)c3ccccc3Br)ccc21
-25	CCCCNC(=S)NNC(=O)c1ccc2c(c1)OCO2
12	C/C(=N/NC(=O)c1ccc2nc[nH]c2c1)c1cccs1
6	COc1ccc(N=Cc2cccc(C)c2O)cc1Cl
-4	Cc1cc(C)cc(NC(=S)N2CCN(c3ncccn3)CC2)c1
17	Cc1cc(C)cc(C(=O)Nc2nnc(SCC(=O)N3CCCc4ccccc43)s2)c1
15	COc1ccc(CC(=O)N/N=C/c2cccn2-c2ccc([N+](=O)[O-])cc2)cc1OC

Some of these compounds in order of the Mac1 fbg inh value, rising.
Mac1 fbg inh	mol
-25	CCCCNC(=S)NNC(=O)c1ccc2c(c1)OCO2
-4	Cc1cc(C)cc(NC(=S)N2CCN(c3ncccn3)CC2)c1
2	CCn1c2ccccc2c2cc(NC(=O)COC(=O)c3ccccc3Br)ccc21
4	O=C(CCCc1nc2ccccc2s1)N1CCN(c2ccccc2F)CC1
12	C/C(=N/NC(=O)c1ccc2nc[nH]c2c1)c1cccs1
15	COc1ccc(CC(=O)N/N=C/c2cccn2-c2ccc([N+](=O)[O-])cc2)cc1OC
17	Cc1cc(C)cc(C(=O)Nc2nnc(SCC(=O)N3CCCc4ccccc43)s2)c1

More results follow:
Mac1 fbg inh	mol
1	CCc1nnc(NS(=O)(=O)c2ccc(NC(=O)c3cc4ccccc4oc3=O)cc2)s1
-12	O=C(NCCNc1ccc([N+](=O)[O-])cc1C(F)(F)F)c1cccc(F)c1
-7	c1ccc(C2CC(c3ccccc3)n3c(nc4ccccc43)N2)cc1 (centres undefined)
-6	Cc1cc(C)n(CC(=O)N/N=C/c2cc([N+](=O)[O-])ccc2O)n1
-4	CC(C)(C)c1ccc(C(=O)NCC(=O)OCc2ccc([N+](=O)[O-])cc2)cc1
-5	O=[N+]([O-])c1cccc(C=Nc2cc3c(cc2Br)OCCO3)c1
56	O=C1NC(=O)/C(=C\c2ccc(Oc3ccc([N+](=O)[O-])cn3)cc2)S1
-12	CCOC(=O)Cc1csc(/N=C/c2c(O)n(-c3ccc(C)c(C)c3)c(=O)c3ccccc23)n1
35	COc1ccc(N2CCN(C(CNS(=O)(=O)c3ccc4c(c3)OCCO4)c3ccco3)CC2)cc1 (centres undefined)
19	Cc1ccc(Cn2nc(C)c(NC(=O)CSc3nc4c(c(C(F)(F)F)n3)CCc3ccccc3-4)c2C)cc1
-15	O=C(NC(=S)N1CCCc2ccccc21)c1ccc(Br)cc1
-16	O=C(/C=C/Nc1ccc(Cc2ccc(N/C=C/C(=O)C(F)(F)F)cc2)cc1)C(F)(F)F
